Screening results deposited in PubChem by several laboratories.
PKA-R2B act – PKA-R2B complex activation; P22694+P31323; 0.079% of 340,000 active; activation, % at 11.4 µM; PKA-R2B holoenzyme dissociation, Cy5-IP20 fluorescence polarization; R2B truncated from residue 108, S112A mutant; 0% DMSO only, 100% 113 µM cGMP;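 active means activation above a cutoff set at the mean over all compounds plus 3 SD, cut at about 18% in these data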;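 further: higher means more holoenzyme dissociation and a rise in polarization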
Target sequence (P31323 whole entry, looked up, other chains not shown, the tested form may be a part): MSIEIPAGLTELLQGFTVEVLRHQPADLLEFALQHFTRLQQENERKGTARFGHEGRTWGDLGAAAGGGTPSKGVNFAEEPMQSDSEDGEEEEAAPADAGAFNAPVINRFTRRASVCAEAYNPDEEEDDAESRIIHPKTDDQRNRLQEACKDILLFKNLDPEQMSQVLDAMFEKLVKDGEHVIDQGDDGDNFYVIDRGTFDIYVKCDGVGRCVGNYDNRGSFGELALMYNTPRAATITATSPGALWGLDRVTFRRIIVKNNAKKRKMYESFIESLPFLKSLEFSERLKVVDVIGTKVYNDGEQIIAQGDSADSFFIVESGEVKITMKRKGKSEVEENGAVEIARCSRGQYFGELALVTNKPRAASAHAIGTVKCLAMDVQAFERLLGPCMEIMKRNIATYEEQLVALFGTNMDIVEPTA
PvdQ acylase – P. aeruginosa PvdQ acylase inhibition | purified PvdQ acylase, fluorescence plate reader | inhibition, % at 10 µM | 0.063% of 340,000 active | AID 488965; in the data active means inhibition above about 30%, passing the limit was not always enough; inconclusive means no clear call, values can overlap the other calls;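 further: 0% = vehicle neutral wells and 100% = reference inhibitor wells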
C-LANA FP – inhibitors of KSHV LANA C-terminal domain DNA binding; MBP-C-LANA/FAM-LBS DNA binding, fluorescence polarization; inhibition, % at 9 µM; 0.078% of 340,000 active; AID 504423;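 active means highest replicate inhibition at or above 60% at 9 µM, even if other replicates fall short; inactive means all replicates below 60% inhibition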;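 further: 0% = neutral control wells and 100% = 4 µM acridine orange control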
Arr AP2 block – inhibitors of human beta-arrestin and AP2 interaction. FITC-arrestin peptide / GST-AP2 beads, flow cytometry; AP2 beta2 appendage carries R879A mutation. inhibition, % at 10 µM. 0.31% of 340,000 active. AID 504490;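 active means inhibition above a set limit, near 3 SD of compounds lacking own fluorescence, cut at about 54% in these data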;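 further: plate controls were DMSO wells for no effect and 5 µM unlabelled arrestin peptide for full effect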
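Measured by: flow cytometry, FL1 (488/535 nm); Material: AP2 appendage R879A on GSH beads; Evaluation: percent response; Timing: pre-incubation 12 min, peptide binding 1 h, room temperature; Also added: 50 nM FITC-arrestin peptide; Medium: PBS with 0.05% Tween 20 and 0.1% BSA.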
SR-BI DiI-HDL act – activators of SR-BI mediated HDL lipid uptake. CHO ldlA[mSR-BI] cells, DiI-HDL uptake fluorescence, 3 h; 100 = double the neutral-control signal. activation, % at 12.5 µM. 0.096% of 320,000 active. AID 504775;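 active means mean replicate activation of at least 60% and every replicate at or above 60%; inconclusive means mean or all-replicate condition met, but not both; inactive means mean below 60% and not all replicates reaching 60%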;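 further: 0% = median plate neutral-control signal and 100% = twice that signal; values of inactives mirror those of a sister screen read the other way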
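system = CHO ldlA[mSR-BI] cells, LDL receptor-null, SR-BI overexpressing | medium = Ham's F12 with 0.5% BSA, HEPES 25 mM, pH 7.4 | probe or stimulus = DiI-HDL 10 µg/mL | compound dosing = single-point compound dose | incubation = compound exposure 3 h, 37 °C | technique = DiI fluorescence, bottom read | read-out = cell-associated DiI fluorescence as measure of HDL uptake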
SR-BI HDL uptake – blocks mouse SR-BI lipid uptake from DiI-HDL | Q61009 | ldlA[mSR-BI] CHO cells, DiI-HDL uptake fluorescence, 3 h | inhibition, % at 12.5 µM | 0.96% of 320,000 active | AID 488896;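 active means mean replicate inhibition of at least 70% and a set share of replicates each scoring 70 or more; inconclusive means meets just one of the two criteria; inactive means fails both criteria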;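 further: 0% = median of neutral control wells and 100% = median of positive control wells; values of inactives mirror those of a sister screen read the other way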
Target sequence (Q61009 whole entry, looked up): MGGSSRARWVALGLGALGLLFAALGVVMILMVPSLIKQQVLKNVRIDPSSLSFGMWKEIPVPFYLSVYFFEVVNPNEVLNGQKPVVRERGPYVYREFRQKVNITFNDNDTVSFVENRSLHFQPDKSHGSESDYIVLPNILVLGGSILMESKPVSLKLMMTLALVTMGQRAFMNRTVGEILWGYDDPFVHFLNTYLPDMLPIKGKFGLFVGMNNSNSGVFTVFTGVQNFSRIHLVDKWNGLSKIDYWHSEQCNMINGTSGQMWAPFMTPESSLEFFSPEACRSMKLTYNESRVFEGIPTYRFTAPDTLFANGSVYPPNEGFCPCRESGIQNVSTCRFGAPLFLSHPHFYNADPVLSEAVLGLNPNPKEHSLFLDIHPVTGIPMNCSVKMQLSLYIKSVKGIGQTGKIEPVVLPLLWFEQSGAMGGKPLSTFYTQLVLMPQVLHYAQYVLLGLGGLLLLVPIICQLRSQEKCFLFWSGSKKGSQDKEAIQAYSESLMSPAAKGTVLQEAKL
Keap1-Nrf2 PPI – Keap1-Nrf2 (human) interaction inhibition; Q14145; Keap1 Kelch-Nrf2 peptide fluorescence polarization, 1536-well; inhibition, % at 9.4 µM; 0.15% of 340,000 active; AID 504523; in the data active means inhibition above about 12%; inconclusive means no clear call, values can overlap the other calls; inactive means below about 7.3%;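 further: human Keap1 Kelch domain with fluorescein labeled Nrf2 9mer peptide probe; 0% = neutral control wells and 100% = peptide positive control; higher means more block of Keap1 binding to Nrf2 peptide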
NSD2 inh – blocks human histone methyltransferase NSD2; O96028; NSD2 peptide methylation, AlphaScreen, 120 min; inhibition, % at 12.5 µM; 0.54% of 310,000 active; AID 743445; in the data active means inhibition above about 50%
DAGLB inhibitor – blocks human DAGLB lipase activity; AID 504411; HEK293T DAGLB membrane lysate, EnzChek fluorogenic substrate; 0.059% of 340,000 active; Q8NCG7; inhibition, % at 5.17 µM; in the data active means inhibition above about 34%;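 further: 0% = enzyme with vehicle and 100% = wells lacking enzyme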
RTF Ca sens inh – cardiac RTF calcium desensitization; IANBD-labeled cardiac RTF, Ca2+ fluorescence; inhibition, % at 7.15 µM; 0.12% of 340,000 active; AID 493244;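 active means inhibition above the mean inhibition of all tested compounds plus 3 SD, cut at about 17% in these data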;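 further: assay run at fixed EC70 calcium of 1.6 mM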
* marks the source's active call; other numbers are inactive results; ? = inconclusive; / = not tested or not shown; & = joins results of further samples. An unsorted share of the library. Share with any hit: about 2.1%.

no.	structure	PKA-R2B act	PvdQ acylase	C-LANA FP	Arr AP2 block	SR-BI DiI-HDL act	SR-BI HDL uptake	Keap1-Nrf2 PPI	NSD2 inh	DAGLB inhibitor	RTF Ca sens inh
1	CC1CCCN(C(=O)C2CCN(Cc3ccc4c(c3)OCO4)CC2)C1 (stereo not drawn)	-1	-5	-1.7	17	?	-294	-8	3	-2	-23
2	O=[N+]([O-])c1cc2c(cc1/C=N/n1c(-c3ccccc3)n[nH]c1=S)OCO2	-3	-2	-0.7	16	6	-6	-1	-3	-1	-11
3	CS(=O)(=O)Nc1ccccc1C(=O)Nc1cc2c(cc1C(=O)O)OCCCO2	-7	-12	0.2	-5	6	-6	-1	4	3	-28
4	O=C(CN(C(=O)CSc1nnc(COc2ccccc2)o1)c1ccc(F)cc1)NC1CCCC1	-9	-11	1.6	-1	-15	15	3	-6	-3	2
5	Cc1ccc(S(=O)(=O)NC(CC(C)C)C(=O)N2CCOCCOCCOCCOCC2)cc1 (stereo not drawn)	0	15	-1.4	2	/	/	-2	17	-2	0
6	CCS(=O)(=O)N1CCCC(C(=O)NCc2ccc(C)cc2)C1 (stereo not drawn)	5	-5	-0.6	1	/	/	-3	-5	-2	7
7	Cc1ccccc1C(=O)N1CCC(C(=O)Nc2nc3ccc(F)cc3s2)CC1	-3	-14	0.5	0	2	-2	1	3	-1	2
8	Cc1ccccc1S(=O)(=O)N1C[C@H]2CON(C)[C@H]2C[C@H]1c1cccc(-c2ccccc2)c1	-8	-19	-1.6	-5	5	-5	0	/	-4	-4
9	O=C(N/N=C/c1c(O)n(-c2ccc(Cl)cn2)c(=O)c2ccccc12)C1CC1	-2	-7	0.0	3	-15	15	-6	1	4	-4
10	Cc1ccc(S(=O)(=O)N2CCC(C(=O)N/N=C/c3ccncc3)CC2)cc1	-6	2	-0.6	16	5	-5	-7	-3	2	-3
11	COc1ccc(-c2cccc(C(=O)NCC(=O)O)c2)cc1	0	-14	-0.2	-7	12	-12	0	3	-1	-3
12	CCN(CC)C(=O)/C(NC(=O)c1ccccc1)=C(/Sc1ncccn1)c1ccccc1	-2	-6	-1.6	8	-20	20	-4	2	-1	-4
13	O=C(O)CCn1c(=S)n(CCC(=O)O)c2ccccc21	5	-9	-1.3	8	-8	8	-5	-1	0	-13
14	CCOC(=O)N1CCN(C(=O)c2ccc(NS(C)(=O)=O)cc2)CC1	4	1	-1.1	7	14	-14	1	14	1	-2
15	CS(=O)(=O)N(CC(=O)NCc1ccco1)c1ccc(OCc2ccccc2)cc1	-4	-2	0.5	-11	-1	1	1	4	1	0
16	O=C(c1ccccc1)C1CCN(C(=O)c2ccc(Cl)cc2)CC1	2	5	1.8	32	0	0	2	-6	-11	-6
17	O=C(/C=C/Nc1ccccc1)C(F)(F)F	1	6	0.1	28	20	-20	-1	-2	-2	-1
18	O=c1c(Cc2ccccc2)c(O)ccn1C1CCCCCCC1	5	-12	1.2	-10	30	-30	-7	-2	-1	-6
19	CCOC(=O)C1CCCN(C(=O)C2c3ccccc3Oc3ccccc32)C1 (stereo not drawn)	9	-7	119*	3	-12	12	47*	0	-13	-109
20	Cc1c(C)n(C(=O)CSc2ncn[nH]2)c2ccccc12	-5	-33	0.5	-6	1	-1	-3	2	-3	-10
21	O=c1oc(-c2ccccc2)nc2c1cnn2-c1ccccc1	-1	-9	2.4	4	10	-10	2	-3	6	-1
22	NS(=O)(=O)c1cccc(NC(=O)COC(=O)CN2C(=O)C3CC=CCC3C2=O)c1 (stereo not drawn)	-5	-6	-0.5	14	7	-7	-4	13	2	-5
23	CCN(C(=O)COC(=O)c1cccnc1SC)C1CCCCC1	9	-10	-0.6	-1	-14	14	4	-1	-4	-4
24	Cc1cccn2c(CN3CCCC(c4ccccc4)C3)c(C(=O)N3CCOCC3)nc12 (stereo not drawn)	2	-2	-1.1	-3	-4	4	0	-8	0	2
25	Cc1nn(C)c(Cl)c1CN1CCN(C2CCCC2)C(CCO)C1 (stereo not drawn)	-7	-8	-0.3	1	20	-20	5	4	-2	14
26	O=C(CNC(=O)c1ccncc1)N/N=C/c1cccc([N+](=O)[O-])c1	-2	1	-0.6	9	32	-32	-4	-2	0	4
27	O=C(c1cc2ccccc2oc1=O)N1CCN(C(=O)C2CCCO2)CC1 (stereo not drawn)	9	-3	-1.4	10	13	-13	1	0	2	-10
28	O=C(Nc1cccc(Cl)c1)c1nc[nH]c1C(=O)NCc1ccccc1	-13	10	0.4	10	2	-2	-3	/	-2	3
29	CCOC(=O)N1CCN(Cc2cc(=O)oc3ccc4ccccc4c23)CC1	-6	-16	-1.1	7	-45	45	0	-1	-1	-5
30	Cc1ccc(NC(=O)CC2NCCNC2=O)cc1Cl (stereo not drawn)	-6	6	0.4	45	23	-23	2	3	-2	-7
31	C/C(=N\NS(=O)(=O)c1ccc(Br)cc1)c1cccs1	-9	1	0.1	21	/	2	-6	3	0	-5
32	COc1ccc(CCn2c(C)cc3c(c2=O)C(c2ccncc2)C(C#N)=C(N)O3)cc1OC (stereo not drawn)	1	-7&-7	0.2	-6	3&-2	-3&2	-1	-10	-2	-16
33	Cc1onc(-c2c(F)cccc2Cl)c1C(=O)ONC(=O)c1ccco1	-2	5	3.7	3	0	0	1	-2	0	-5
34	CC(/C=C1\NC(=S)NC1=O)=C\c1ccccc1	-8	5	1.7	10	-4	4	0	4	-4	-3
35	O=C(CCNC(=O)c1ccccc1Cl)NCC12CC3CC(CC(C3)C1)C2	-9	-4	0.8	3	6	-6	4	-1	1	-13
36	O=C(Nc1ccccc1N1CCN(C(=O)c2ccccc2)CC1)c1ccc2c(c1)OCO2	0	-4	-1.4	1	-39	39	-3	0	-1	-12
37	COc1ccc2[nH]cc(C(=O)CN3CCCC(C)(C)C3)c2c1	-3	-12	0.2	-4	12	-12	-5	1	2	-12
38	N#Cc1nc(-c2cccs2)oc1NCc1ccc(Cl)cc1	-12	-14	0.7	33	-1	1	1	2	1	5
39	COC(=O)CC(NC(=O)CN1CCN(c2ccc(F)cc2)CC1)c1cccc(F)c1 (stereo not drawn)	-4	-22	-1.5	4	-21	21	0	-1	3	3
40	COC(=O)c1cc(S(=O)(=O)N2CCN(c3cccc(C)c3C)CC2)c[nH]1	-7	-2	-1.8	5	17	-17	-1	/	1	-2
41	NS(=O)(=O)c1cc(C(=O)NCCc2ccccn2)ccc1Cl	2	12	-0.2	16	/	/	-1	/	-3	-3
42	Cn1c(=O)c2ccccc2n2c(=S)[nH]nc12	1	-13	-1.1	0	12	-12	-4	-5	3	1
43	Cc1ccc(-c2nnn(CC(=O)N(c3ccccc3F)C(CC(C)C)C(=O)NCC3CCCO3)n2)cc1 (stereo not drawn)	-12	-2	-0.5	20	22	-22	2	3	-5	2
44	COc1ccc(NC(=O)C(c2ccc(OC)cc2)N(C)C(=O)CC2NC(=O)NC2=O)cc1 (stereo not drawn)	-4	-5	0.7	9	13	-13	-2	27	1	-5
45	O=C(Nc1ccccc1O)c1c(O)c2c([nH]c1=O)CCCC2	-1	3	-0.3	40	-33	33	-1	-6	3	5
46	CCOC(=O)CSc1nnc(-c2ccc(S(=O)(=O)N3CCC(C)CC3)cc2)o1	-12	?	-0.4	7	37	-37	-2	-1	-1	5
47	COc1ccc(CNC(=O)CN(c2ccc(OC)cc2)S(=O)(=O)c2c(C)nn(C)c2C)cc1	-8	-14	-0.1	2	22	-22	-2	-2	-2	-4
48	C=CC[C@@H](Cc1ccc(F)cc1)C(=O)OC[C@@H]1CCCN1C(=O)[C@@H](CC=C)CC(=O)NCCO	12	-8	1.2	-5	23	-23	-3	/	0	1
49	CCN(C(=O)COC(=O)c1c(-c2ccccc2)noc1C)c1c(N)n(Cc2ccccc2)c(=O)[nH]c1=O	1	-12	-0.5	7	22	-22	2	-3	-1	-3
50	COC(=O)c1cc2c(-c3ccccc3)c(C)c3ccccn3c-2c1C(=O)OC	7	-3	6.8	18	-42	42	2	7	23	-15
51	CNC(=S)N(Cc1ccc2c(c1)OCO2)C1CC(=O)N(c2ccc(F)cc2)C1=O (stereo not drawn)	-8	3	1.1	17	30	-30	2	0	-1	-1
52	CCN(C(=O)COC(=O)c1cccc(S(=O)(=O)N(CC)CC)c1)C1CCS(=O)(=O)C1 (stereo not drawn)	-2	8	-0.8	3	/	14	-2	-5	-3	-6
53	CCCOc1c(Cl)cc(C(=O)NC)cc1OC	-11	8	0.1	5	6	-6	-1	47	-1	-10
54	CN1CCC(N(C)C(=O)NC2CCCCC2)CC1	-6	0	-1.3	8	22	-22	2	32	-2	-7
55	CCn1cc(S(=O)(=O)CC(=O)NC2CCCCC2)c2ccccc21	0	-11	1.1	3	5	-5	-7	/	-1	-1
56	CC[n+]1ccccc1/C=C/Nc1ccccc1	-1	8	0.0	27	7	-7	-4	-1	1	0
57	C=CCNCCOCCOc1ccc(Cl)cc1C(C)(C)C	5	-8	-1.7	-3	-5	5	-3	12	0	-1
58	CN(c1ccccc1C(=O)Nc1ccc2c(c1)OCCO2)S(C)(=O)=O	-4	-5	0.5	8	/	/	1	-6	-2	-1
59	O=C(C1CCCO1)N1CCN(C(c2ccccc2)c2ccccc2)CC1 (stereo not drawn)	8	-4	-0.3	-11	12	-12	-1	0	2	-11
60	NC(=O)c1ccc(-n2c(CCC(=O)O)ccc2-c2cccs2)cc1	3	-8	0.5	11	13	-13	-3	3	1	5

Other compounds.
no.	structure	PKA-R2B act	PvdQ acylase	C-LANA FP	Arr AP2 block	SR-BI DiI-HDL act	SR-BI HDL uptake	Keap1-Nrf2 PPI	NSD2 inh	DAGLB inhibitor	RTF Ca sens inh
61	COc1ccccc1C(=O)Nc1ccnn1C1CCN(C(=O)c2ccoc2C)CC1	-8	15	1.1	-3	/	-20	-2	1	-2	-10
62	Cc1ccccc1CNC(=O)CCC(=O)N1Cc2ccccc2Oc2ncccc21	11	-11	-1.0	-4	6	-6	1	0	-2	-6
63	COc1ccc(C(CNC(=O)COc2ccccc2C)N2CCOCC2)cc1 (stereo not drawn)	-7	-6	1.5	38	4	-4	-2	-3	0	-7
64	COC(=O)C1CCN(Cc2cn(-c3ccccc3)nc2-c2ccc3c(c2)OCO3)CC1	-8	-12	-1.6	4	-7	7	-4	5	-6	8
65	COc1cc(OC)c(C(=O)OCC(=O)Nc2cccc(S(=O)(=O)NC3=NCCCCC3)c2)cc1OC	0	-11	0.1	-7	-13	13	-8	0	1	-3
